MCL1-BIM inh = inhibitors of human MCL1 binding to BIM-BH3 peptide | GST-MCL1 / FITC-Bim-BH3 fluorescence polarization | actives 0.68% (n = 320,000) | AID 2057 | inhibition, % at 10.9 µM | Q07820;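 active = inhibition above the mean inhibition of all tested compounds plus 3 SD, set per campaign, cut at about 40% in these data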;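 note: 0% = DMSO wells and 100% = unlabeled Bim-BH3 peptide control; higher means more loss of mP so more displacement of Bim peptide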
GRK2 inh = blocks RNA aptamer binding to human GRK2; P25098; bead flow cytometry, FAM-aptamer displacement from GRK2; inhibition of aptamer binding, % at 10 µM; actives 0.59% (n = 330,000); AID 488847;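 active = inhibition of aptamer binding above 40%, roughly 3 SD of noise, on plates passing a quality check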;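 note: median bead fluorescence of bound FAM aptamer so fluorescent compounds give negative values; no value below 0 was filed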
VLA-4 inh = inhibition in a human VLA-4 binding assay; P13612; VLA-4 expressing cells, ligand binding flow cytometry; inhibition, % (about 7 µM as worked out from the volumes in the protocol); actives 0.2% (n = 330,000); AID 2557; in the data active = inhibition above about 50%
MEX-5 binding = C. elegans MEX-5 TCR-2 RNA binding activity; Q9XUB2; actives 0.38% (n = 300,000); AID 1832; MEX-5/FITC-TCR2 RNA binding, fluorescence polarization; active compounds read low; activity score (negative = inhibition of binding), % at 10 µM;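 active = inhibition past about -25% in most replicates, and total fluorescence under double the plate's negative control median, limit read from the data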;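 note: 0% = DMSO and -100% = 5 µM competing unlabeled TCR2 RNA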
Target sequence (Q9XUB2 whole entry, looked up): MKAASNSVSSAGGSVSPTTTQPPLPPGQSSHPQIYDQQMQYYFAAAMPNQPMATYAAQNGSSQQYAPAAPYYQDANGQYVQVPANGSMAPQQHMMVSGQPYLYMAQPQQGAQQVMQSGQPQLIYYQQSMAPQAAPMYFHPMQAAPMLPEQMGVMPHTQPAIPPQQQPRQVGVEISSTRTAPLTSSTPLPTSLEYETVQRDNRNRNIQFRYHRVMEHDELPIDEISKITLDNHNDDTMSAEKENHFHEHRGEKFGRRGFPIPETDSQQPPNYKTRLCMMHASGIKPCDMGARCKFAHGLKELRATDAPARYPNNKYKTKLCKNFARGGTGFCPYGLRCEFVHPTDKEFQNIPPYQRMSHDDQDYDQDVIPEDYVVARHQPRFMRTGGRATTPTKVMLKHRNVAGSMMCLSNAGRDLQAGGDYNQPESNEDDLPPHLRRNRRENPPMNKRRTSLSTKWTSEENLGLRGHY
Bcl-xL primary = inhibitors of human Bcl-xL | Q07817 | GST-Bcl-xL / FITC-Bim BH3 peptide fluorescence polarization | inhibition, % at 10.9 µM | actives 0.7% (n = 320,000);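 active = inhibition above the mean of all tested compounds plus 3 SD, cutoff set per campaign, cut at about 30% in these data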;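 note: 0% = DMSO wells and 100% = unlabeled Bim-BH3 peptide competitor; inhibitors lower millipolarization by displacing the labeled peptide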
Target sequence (Q07817 whole entry, looked up): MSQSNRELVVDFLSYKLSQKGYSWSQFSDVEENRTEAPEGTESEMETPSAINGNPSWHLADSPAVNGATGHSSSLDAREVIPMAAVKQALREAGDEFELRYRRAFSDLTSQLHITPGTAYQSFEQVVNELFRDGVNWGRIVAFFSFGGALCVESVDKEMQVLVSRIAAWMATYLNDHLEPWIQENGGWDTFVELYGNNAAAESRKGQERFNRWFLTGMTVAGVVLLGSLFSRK
Efflux pump mplx = antifungal efflux pump inhibition, Nile Red retention; S. cerevisiae Candida pump triplex; inhibition, % at 10 µM; actives 0.44% (n = 330,000);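 active = plate passing quality check with inhibition over a set limit, or well fluorescence over plate mean plus 4 SD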;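 note: Nile Red retained in pooled yeast measured as flow cytometry median fluorescence; 0% = buffer negative control and 100% = Enniatin B positive control; higher means more Nile Red kept so more efflux inhibition; some compounds called inactive have numbers as strong as hits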
Fam108B counter = blocks mouse Fam108B hydrolase in RBBP9 counter-screen; inhibition, % at 9.51 µM; actives 0.33% (n = 300,000); recombinant Fam108B, FP-Rh probe fluorescence polarization;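 active = inhibition above the screen mean inhibition plus 3 SD, computed separately per campaign, cut at about 18% in these data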;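 note: inhibitors lower polarization as less probe binds the enzyme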
PME-1 primary = blocks human protein phosphatase methylesterase 1 | Q9Y570 | recombinant PME-1, FP-Rh probe fluorescence polarization | inhibition, % at 5.9 µM | actives 0.53% (n = 320,000);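 active = inhibition above the campaign mean of all compounds plus 3 SD, cut at about 26% in these data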;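 note: competitive labeling of PME-1 active site by serine hydrolase directed probe; 0% = PME-1 with DMSO and 100% = wells lacking PME-1 enzyme; inhibitors block probe labeling so polarization falls and inhibition rises; many of its hits are not listed in these tables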
Target sequence (Q9Y570 whole entry, looked up): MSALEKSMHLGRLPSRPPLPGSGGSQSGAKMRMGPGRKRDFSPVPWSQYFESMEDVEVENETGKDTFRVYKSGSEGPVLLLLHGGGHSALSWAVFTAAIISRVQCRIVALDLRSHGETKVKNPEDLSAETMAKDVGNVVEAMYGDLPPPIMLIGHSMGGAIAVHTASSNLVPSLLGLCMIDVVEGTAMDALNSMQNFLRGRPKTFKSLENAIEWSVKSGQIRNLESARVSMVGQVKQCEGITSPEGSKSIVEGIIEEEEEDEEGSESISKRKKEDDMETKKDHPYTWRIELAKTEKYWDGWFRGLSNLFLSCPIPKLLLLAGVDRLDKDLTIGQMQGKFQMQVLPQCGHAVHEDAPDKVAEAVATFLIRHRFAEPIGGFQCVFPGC
GLD-1 RNA inh = GLD-1-TGE RNA interaction inhibition (C. elegans); purified GLD-1 + fluorescein TGE RNA, fluorescence polarization; inhibition, % at 5.96 µM; actives 0.44% (n = 320,000); AID 2280;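 active = percent inhibition above a per-plate cutoff, the plate mean of test compounds plus 3 SD, cut at about 30% in these data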;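 note: 0% = DMSO wells with GLD-1 and probe and 100% = wells lacking GLD-1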
An asterisk follows results filed as active; . = no result given. A portion of the library. The share of hits here may be higher or lower than overall.

1. O=C1COc2ccc(S(=O)(=O)N3CCN(c4cccc(C(F)(F)F)c4)CC3)cc2N1
2. Cc1ccc(S(=O)(=O)N2CCN(C)CC2)cc1C(=O)NC1CCCCC1
3. Cc1onc(-c2ccccc2)c1C(=O)NC(=S)NNC(=O)c1ccc(O)cc1O
4. Cc1ccsc1/C=N/Nc1nc(Cl)c(Cl)cc1Cl
5. O=c1[nH]c2ccccc2nc1-c1cccs1
6. COc1ccccc1N1CCN(C(c2ccccc2Cl)c2nnnn2C(C)(C)C)CC1 (stereo not given)
7. Cc1ccc(SCC(=O)Nc2nnc(C(C)(C)C)s2)cc1
8. Cn1c(=O)c2cn(-c3cccc4ccccc34)cc2n(C)c1=O
9. CCc1ccc(NC(=O)/C(C#N)=C/c2cn(CC(=O)O)c3ccccc23)cc1
10. COc1cc(OC)cc(C(=O)NC(C(=O)NCCN(C)C)C23CC4CC(CC(C4)C2)C3)c1 (stereo not given)
Assay by compound,1,2,3,4,5,6,7,8,9,10
MCL1-BIM inh,7,5,19,5,-1,6,-13,-1,6,3
GRK2 inh,3,7,0,2,6,0,1,2,3,0
VLA-4 inh,-1,8,17,-9,-3,21,23,-2,-8,19
MEX-5 binding,1.2,0.5,-8.5,-1.2,-2.2,.,-2.9,-3.2,-5.6,0.1
Bcl-xL primary,-7,2,9,1,2,2,6,4,14,6
Efflux pump mplx,0.0,-0.3,-0.1,-3.4,0.1,0.0,-0.1,0.1,0.1,-0.1
Fam108B counter,0,4,3,-2,-3,1,1,2,-2,2
PME-1 primary,-1,-3,-3,-6,-8,-1,-3,9,-2,0
GLD-1 RNA inh,3,6,0,2,3,1,6,0,2,3

11. Cc1c(Cl)cnc(NC(=O)COC(=O)C2CC3CCCC(C2)C3=O)c1Cl (stereo not given)
12. COC(=O)c1c(-c2ccc(OC)cc2)oc2ccc(-c3cc(OC)c(OC)c(OC)c3)cc12
13. C=CCn1nc2ccccc2c1OC
14. CCN(c1ccc2c(c1)OCO2)S(=O)(=O)c1cc(Br)cc2c1N(C(C)=O)CC2
15. CCN1CCN(c2c(Cl)cccc2NC(=O)c2ccc(Br)o2)CC1
16. CCOCCCn1c(=N)c(C(=O)NCc2ccc3c(c2)OCO3)cc2c(=O)n3cccc(C)c3nc21
17. CC(C)N1CCN(Cc2ccc(C#CC(C)(C)O)cc2)CC1CCO (stereo not given)
18. COc1ccc(NC(=O)Nc2ccc3c(c2)C(=O)N([C@H](C)CO)C[C@H](C)[C@@H](CN(C)C(=O)Nc2ccc(C(F)(F)F)cc2)O3)cc1
19. COc1ccc2nc(NC(=O)CN3CCN(C)CC3)sc2c1
20. COC(=O)c1ccc(-c2cc(C(=O)O)c3cc4c(cc3n2)OCCO4)cc1
Assay by compound,11,12,13,14,15,16,17,18,19,20
MCL1-BIM inh,9,7,3,13,2,-2,-6,.,7,4
GRK2 inh,2,6,2,0,2,1,0,3,0,0
VLA-4 inh,12,-16,-12,-18,12,-6,3,-10,-1,4
MEX-5 binding,.,1.3,1.2,-3.7,0.3,-2.3,-1.2,.,1.6,2.7
Bcl-xL primary,11,3,10,11,5,5,-4,.,2,8
Efflux pump mplx,0.0,0.3,-0.1,0.0,0.0,-0.2,0.0,0.0,-0.1,0.0
Fam108B counter,.,-1,4,4,4,7,-4,.,-1,-3
PME-1 primary,-5,1,6,5,-9,-3,-1,.,0,-4
GLD-1 RNA inh,6,5,1,7,4,4,8,1,0,7

21. Cc1cc(NC(=O)c2cnn3cccnc23)no1
22. O=C(/C=C/c1ccc2c(c1)OCO2)NCCSCc1c(Cl)cccc1Cl
23. COc1ccc(C2(c3ccc(OC)cc3)NC(=O)N(CC(=O)Nc3ccc(C(N)=O)cc3)C2=O)cc1
24. O=C1CCCc2ccccc2N1Cc1ccc(F)cc1
25. O=C(COC(=O)CC1CC2CCC1C2)Nc1ccccc1[N+](=O)[O-] (stereo not given)
26. CC(C)[C@@H](NC(=O)OC(C)(C)C)C(=O)NCC1CCC(C(=O)N[C@@H](Cc2ccccc2)C(=O)O)CC1 (stereo not given in full)
27. Cc1cc(C)c2sc(N(CCN(C)C)C(=O)c3cc(Cl)sc3Cl)nc2c1
28. CC(C)c1ccc(Nc2nc(NCc3ccco3)nc(N3CCOCC3)n2)cc1
29. c1ccc(Cn2nnc3c(N4CCCCCC4)ncnc32)cc1
30. CCCCNC(=O)c1ccc(NC(C)=O)c(Cl)c1
Assay by compound,21,22,23,24,25,26,27,28,29,30
MCL1-BIM inh,4,8,2,4,.,1,3,4,3,-4
GRK2 inh,1,1,0,2,0,3,0,0,0,2
VLA-4 inh,-1,-4,9,52*,5,10,6,6,-9,1
MEX-5 binding,-2.8,3.2,-1.3,-0.2,.,-1.9,1.1,2.8,0.6,0.7
Bcl-xL primary,0,5,3,7,.,7,7,13,4,1
Efflux pump mplx,-0.2,-0.2,-0.1,0.0,0.2,0.1,-0.1,-0.1,0.0,0.1
Fam108B counter,-6,-9,-7,-1,.,2,-6,-2,2,1
PME-1 primary,1,-35,-5,4,.,-3,-5,-3,1,0
GLD-1 RNA inh,2,2,5,7,2,-2,-3,3,0,1

Looked up by compound from above, 5 records:
24. O=C1CCCc2ccccc2N1Cc1ccc(F)cc1
22. O=C(/C=C/c1ccc2c(c1)OCO2)NCCSCc1c(Cl)cccc1Cl
25. O=C(COC(=O)CC1CC2CCC1C2)Nc1ccccc1[N+](=O)[O-] (stereo not given)
29. c1ccc(Cn2nnc3c(N4CCCCCC4)ncnc32)cc1
23. COc1ccc(C2(c3ccc(OC)cc3)NC(=O)N(CC(=O)Nc3ccc(C(N)=O)cc3)C2=O)cc1
Assay by compound,24,22,25,29,23
MCL1-BIM inh,4,8,.,3,2
GRK2 inh,2,1,0,0,0
VLA-4 inh,52*,-4,5,-9,9
MEX-5 binding,-0.2,3.2,.,0.6,-1.3
Bcl-xL primary,7,5,.,4,3
Efflux pump mplx,0.0,-0.2,0.2,0.0,-0.1
Fam108B counter,-1,-9,.,2,-7
PME-1 primary,4,-35,.,1,-5
GLD-1 RNA inh,7,2,2,0,5

(list continues)
31. CC1(OC(=O)CCc2ccccc2)C(=O)C=C2C=C(c3ccc(C#N)cc3)N(CCN3CCOCC3)C=C2C1=O (stereo not given)
32. CCOC(=O)C(C)n1cnc2scc(-c3ccc(C)c(C)c3)c2c1=O (stereo not given)
33. Cc1ccccc1C(=O)OC(C)C(=O)NCc1ccc2c(c1)OCO2 (stereo not given)
34. Cc1cc(C)nc(/N=C(\N)Nc2ccc3c(c2)OCCO3)n1
35. CCOC(=O)Cn1nnnc1CN1CCN(c2ccc(OC)cc2)CC1
36. CN(CC(=O)O)S(=O)(=O)c1ccc2[nH]c(=O)c(=O)[nH]c2c1
37. CC1(OC(=O)CCc2ccccc2)C(=O)C=C2C=C(C3CC3)OC=C2C1=O (stereo not given)
38. O=C(NCc1ccccn1)C(=O)Nc1ccccc1
39. CC(/C=N/NC(=O)COc1ccccc1C)=N\NC(=O)COc1ccccc1C
40. CN(C)C(CNC(=O)c1cccc(S(=O)(=O)Nc2ccccc2Cl)c1)c1ccco1 (stereo not given)
Assay by compound,31,32,33,34,35,36,37,38,39,40
MCL1-BIM inh,8,9,2,10,0,4,45*,-3,7,6
GRK2 inh,5,64*,0,1,5,0,.,1,0,0
VLA-4 inh,-8,-16,15,-3,9,13,.,6,7,15
MEX-5 binding,-0.4,0.1,.,1.7,0.1,1.3,-19,-0.5,-1.5,.
Bcl-xL primary,8,0,6,5,0,7,39*,1,1,7
Efflux pump mplx,-0.1,-0.2,0.0,0.8,0.0,0.1,.,0.4,-0.1,0.0
Fam108B counter,0,6,.,4,1,2,4,-2,1,.
PME-1 primary,2,-4,7,-1,-5,2,9,1,0,3
GLD-1 RNA inh,6,7,9,0,4,-1,33*,6,0,9

With a hit mark in VLA-4 inh (from the list above):
| No. | molecule | MCL1-BIM inh | GRK2 inh | VLA-4 inh | MEX-5 binding | Bcl-xL primary | Efflux pump mplx | PME-1 primary | GLD-1 RNA inh |
| --- | --- | --- | --- | --- | --- | --- | --- | --- | --- |
| 24 | O=C1CCCc2ccccc2N1Cc1ccc(F)cc1 | 4 | 2 | 52* | -0.2 | 7 | 0.0 | 4 | 7 |

(listing goes on)
41. O=[N+]([O-])c1ccc(S(=O)(=O)N2CCN(Cc3ccco3)CC2)cc1
42. CCN(CC)Cc1c(O)c(Cl)cc2c(C)c(C)c(=O)oc12
43. CCCc1cc(-c2n[nH]c(=S)n2Cc2ccccc2)cs1
44. Cc1cc2cc(CCNC(=O)C3c4ccccc4Oc4ccccc43)c(=O)[nH]c2cc1C
45. COc1ccc(CCNC(=O)COC(=O)c2cc(=O)c3ccccc3o2)cc1
46. CC(=O)Nc1ccc(NC(=O)COC(=O)c2n[nH]c3ccccc23)cc1
47. C1CCN(Cc2nnnn2CC2CCCO2)CC1 (stereo not given)
48. CCCC(C(=O)NCc1ccccc1)N(C(=O)Cn1nnc(-c2cccs2)n1)c1ccc2c(c1)OCCO2 (stereo not given)
49. O=C(CCOc1ccc(F)cc1)Nc1nccs1
50. COc1ccc(C(=O)CSc2ccc3nnc(-c4cccnc4)n3n2)cc1
Assay by compound,41,42,43,44,45,46,47,48,49,50
MCL1-BIM inh,6,11,-11,0,-10,-8,-10,5,2,-3
GRK2 inh,1,1,2,0,2,1,0,0,3,0
VLA-4 inh,-8,-8,9,2,8,0,0,6,-4,-11
MEX-5 binding,-2.4,0.4,.,-0.3,.,-3.5,1.0,.,-2.0,-0.3
Bcl-xL primary,2,8,-21,-2,-7,-12,-1,0,2,2
Efflux pump mplx,0.1,0.0,-0.1,-0.3,0.1,0.0,-0.1,0.0,0.1,0.3
Fam108B counter,-1,9,4,4,.,5,-4,-2,-5,0
PME-1 primary,4,-2,0,2,6,2,4,2,-2,-2
GLD-1 RNA inh,-6,6,2,3,-4,6,9,3,4,4

51. CCCCc1ccc(NC(=O)c2c(C)noc2C)cc1
52. O=C1CCCc2c1[nH]c1ccc(CN3CCCCC3)cc21
53. COc1ccc(Cc2nnc(SCC(=O)N3CCCCC3)o2)cc1
54. CCOc1ccccc1NC(=O)C1CCCN(S(=O)(=O)c2ccc(-n3cnnn3)cc2)C1 (stereo not given)
55. COc1cc2c(cc1NC(=S)Nc1ccccc1C)oc1ccccc12
56. C=CCn1c(SCC(N)=O)nnc1-c1cc2c(s1)CCC(CC)C2 (stereo not given)
57. O=[N+]([O-])c1cn(Cc2ccccc2)cn1
58. Cc1cc(C)cc(C(=O)NCC(=O)OCC(=O)NCC(F)(F)F)c1
59. C/C=C/C1=CC(=O)C[C@H](c2ccc3c(c2)OCO3)C1
Assay by compound,51,52,53,54,55,56,57,58,59
MCL1-BIM inh,7,13,-2,4,6,9,-1,-4,1
GRK2 inh,1,1,1,0,3,2,0,96*,3
VLA-4 inh,-1,-5,-2,-3,-3,31,-3,7,21
MEX-5 binding,0.7,-0.2,-1.1,0.1,-2.3,-0.1,1.2,0.6,.
Bcl-xL primary,5,6,-2,3,2,3,2,0,4
Efflux pump mplx,-0.2,-0.3,0.0,0.2,0.1,0.2,0.3,0.0,0.0
Fam108B counter,-3,-5,-1,-1,5,-2,1,0,.
PME-1 primary,-7,1,-11,-2,6,-4,-1,-7,0
GLD-1 RNA inh,2,-4,7,8,-14,10,-3,-2,5
